JMJD2A Tudor – JMJD2A Tudor domain (human) inhibition | O75164 | 390,000 tested, 4.4% active | AlphaScreen JMJD2A-Tudor / H3K4me3 peptide binding | Potency, µM (top dose mostly 114 µM), for inactives: at the highest dose activity change, negative = inhibition, hits mostly inhibitors | AID 504339; also: % is scaled to controls: 0 for no effect and ±100 for the full control effect; nearly all actives have a fitted effect of over 50% in size
BAZ2B block – BAZ2B (human) inhibition; Q9UIF8; Potency, µM (series often up to 114 µM), inactives show at the top dose activity change, negative = inhibition, usual class: inhibitors; AID 504333; AlphaScreen BAZ2B-H3K14Ac peptide displacement; 360,000 tested, 4.4% active; also: % is scaled to controls: 0 for no effect and ±100 for the full control effect; nearly all actives have a fitted effect of over 60% in size
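Multi-concentration screen (max 110 uM) measuring displacement of acetylated histone H3 peptide from BAZ2B by AlphaScreen, using 50 nM protein, 50 nM peptide and 10 ug/mL streptavidin donor plus Ni-chelate acceptor beads.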
Pol eta inh – inhibitors of human DNA polymerase eta. 390,000 tested, 1.2% active. Q9Y253. recombinant Pol eta, fluorescent DNA replication assay. Potency, µM (doses to about 114 µM), for the others: at the highest dose activity change, negative = inhibition, most hits filed as inhibitors; also: % is scaled to controls: 0 for no effect and ±100 for the full control effect
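Pol eta at 10 nM preincubated with compounds 15 min at room temperature; reaction started with fluorescent substrate (50 nM final) and read kinetically at 0 and 10 min.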
BLM inh – inhibitors of human Bloom syndrome helicase BLM. Potency, µM (series often up to 56.1 µM), for the others: at the top dose activity change, negative = inhibition, most hits filed as inhibitors. 350,000 tested, 0.2% active. recombinant BLM DNA unwinding, fluorescence dequenching. P54132. AID 2528;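 also: plate controls were vehicle for no effect and no enzyme for full effect; nearly all actives have a fitted effect of over 35% in size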
Target sequence (P54132 whole entry, looked up): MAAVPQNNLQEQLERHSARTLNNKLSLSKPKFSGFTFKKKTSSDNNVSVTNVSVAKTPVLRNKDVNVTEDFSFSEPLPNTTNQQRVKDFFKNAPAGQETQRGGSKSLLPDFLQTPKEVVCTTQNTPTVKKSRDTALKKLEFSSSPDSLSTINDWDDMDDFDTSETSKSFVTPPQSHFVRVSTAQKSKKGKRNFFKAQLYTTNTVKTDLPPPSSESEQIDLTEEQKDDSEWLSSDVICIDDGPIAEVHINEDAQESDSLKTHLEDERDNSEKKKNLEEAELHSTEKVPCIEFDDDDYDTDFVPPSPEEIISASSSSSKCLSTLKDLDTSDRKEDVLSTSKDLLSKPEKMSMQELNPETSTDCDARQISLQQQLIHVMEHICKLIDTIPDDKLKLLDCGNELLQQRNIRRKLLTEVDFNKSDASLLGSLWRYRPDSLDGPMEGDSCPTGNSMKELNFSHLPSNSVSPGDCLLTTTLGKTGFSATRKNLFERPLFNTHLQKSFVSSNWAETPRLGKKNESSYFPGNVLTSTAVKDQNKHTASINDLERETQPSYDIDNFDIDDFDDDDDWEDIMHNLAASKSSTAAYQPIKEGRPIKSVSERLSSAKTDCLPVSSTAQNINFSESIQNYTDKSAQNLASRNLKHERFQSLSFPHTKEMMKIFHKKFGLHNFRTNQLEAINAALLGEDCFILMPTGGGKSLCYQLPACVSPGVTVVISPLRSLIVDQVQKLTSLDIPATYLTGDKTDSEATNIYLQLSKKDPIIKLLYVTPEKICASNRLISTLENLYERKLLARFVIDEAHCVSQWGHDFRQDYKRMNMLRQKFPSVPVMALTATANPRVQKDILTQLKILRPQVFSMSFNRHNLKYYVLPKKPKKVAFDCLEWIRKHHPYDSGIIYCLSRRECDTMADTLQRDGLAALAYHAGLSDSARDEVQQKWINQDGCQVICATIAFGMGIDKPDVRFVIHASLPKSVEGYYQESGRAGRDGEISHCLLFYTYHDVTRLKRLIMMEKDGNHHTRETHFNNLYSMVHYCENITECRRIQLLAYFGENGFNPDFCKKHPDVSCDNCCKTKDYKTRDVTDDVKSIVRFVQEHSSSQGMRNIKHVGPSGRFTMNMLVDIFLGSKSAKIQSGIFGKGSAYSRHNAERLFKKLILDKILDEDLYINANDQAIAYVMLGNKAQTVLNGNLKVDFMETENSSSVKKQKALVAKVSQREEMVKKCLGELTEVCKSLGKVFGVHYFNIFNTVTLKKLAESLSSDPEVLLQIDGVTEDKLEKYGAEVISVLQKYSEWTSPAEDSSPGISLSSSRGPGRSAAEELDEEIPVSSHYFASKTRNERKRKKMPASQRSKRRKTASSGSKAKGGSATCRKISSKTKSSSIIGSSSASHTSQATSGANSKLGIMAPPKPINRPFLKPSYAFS
Pol beta inh – inhibitors of human DNA polymerase beta. Potency, µM (series often up to 114 µM), inactives show top-dose activity change, negative = inhibition, actives largely listed as inhibitors. P06746. Pol beta primer extension/strand displacement, fluorescence kinetic. 340,000 tested, 1.3% active; also: % is scaled to controls: 0 for no effect and ±100 for the full control effect
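Enzyme-only controls used 10 nM Pol beta; buffer lacking enzyme served as negative control. Compound preincubated 15 min, then 50 nM substrate added; 0 and 10 min reads at room temperature.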
APE1 inh – blocks human APE1 abasic DNA cleavage; 350,000 tested, 0.35% active; P27695; recombinant APE1, TAMRA/BHQ-2 abasic DNA cleavage fluorescence; Potency, µM (series often up to 65.8 µM), for inactives: at the top dose activity change, negative = inhibition, usual class: inhibitors; AID 2517;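 also: plate controls were vehicle for no effect and reference inhibitor for full effect; nearly all actives have a fitted effect of over 55% in size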
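Readout is kinetic fluorescence (ex 525, em 598 nm) from cleavage of 50 nM TAMRA/BHQ-2 THF abasic duplex by 0.75 nM APE1, compound added 15 min beforehand at RT.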
POLK inh – DNA polymerase kappa (human) inhibition. 400,000 tested, 0.53% active. Potency, µM (highest dose often 107 µM), inactives show at the highest dose activity, negative = inhibition, most hits filed as inhibitors. Q9UBT6. purified Pol kappa, fluorescent DNA synthesis assay, 10 min; also: % is scaled to controls: 0 for no effect and ±100 for the full control effect
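Kinetic fluorescence readout at 0 and 10 min followed reaction start with substrate at 50 nM final. Beforehand, enzyme (10 nM Pol kappa) stood 15 min with compound at room temperature; buffer-only wells were negative controls.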
G9a block – blocks human histone lysine methyltransferase G9a; Q96KQ7; 350,000 tested, 8.8% active; G9a H3K9 monomethylation, AlphaScreen, 2 h; Potency, µM (highest dose often 102 µM), for the others: at the top dose activity, negative = inhibition, hits mostly inhibitors; also: % is scaled to controls: 0 for no effect and ±100 for the full control effect; nearly all actives have a fitted effect of over 75% in size
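G9a (20 nM) preincubated 15 min RT with compounds, then 500 nM biotinylated H3K9 peptide and 20 uM SAM added; 2 h RT reaction. Monomethyl-H3K9 product detected by AlphaScreen with anti-H3K9me1 antibody, streptavidin donor and anti-rabbit IgG acceptor beads.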
Pol iota inh – inhibitors of human DNA polymerase iota; Potency, µM (doses to about 115 µM), for inactives: at the highest dose activity, negative = inhibition, usual class: inhibitors; Q9UNA4; Pol iota fluorescent replication assay, 10 min; 390,000 tested, 1% active
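Pol iota at 10 nM preincubated 15 min with compounds at room temperature; reaction started with fluorescent substrate, 50 nM final. Fluorescence read kinetically at 0 and 10 min; buffer-only wells as negative control.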
Numbers without * were called inactive; u = inconclusive; x = no result given; & = joins results of further samples; [ ] = dose if it differs, or a comment. Calls follow the shape of the dose curve; as a rule, active = well fitted curve in the direction sought with a large enough effect; inconclusive = small, poorly fitted or top-dose-only effect, or another doubt; inactive = no such curve, though single readings can be large; an effect the other way counts as inactive or inconclusive. Potency is read from the fitted curve at half-maximal effect.

Every second line gives: Pol eta inh	G9a block	POLK inh	JMJD2A Tudor	Pol iota inh	Pol beta inh	APE1 inh	BAZ2B block	BLM inh
1: CCn1c(SCC(=O)c2ccc(O)c(O)c2)nnc1-c1ccccc1OC
    1.4µM*	u	20µM*	28µM*	10µM*	10µM*	u	79µM*	-5%
2: CC(C)CCn1c(SCC#N)nc2c(sc3ccccc32)c1=O
    -5%	2%[59 µM]	2%	5%	-5%	-12%	1%	-1%	1%
3: CCCc1cc(=O)[nH]c(N2CCN(Cc3ccc4c(c3)OCO4)CC2)n1
    -14%	6%	-3%	-2%	-1%	1%	-7%	-12%	-1%
4: CCOC(=O)C1C(=O)C=C(c2ccc(NS(C)(=O)=O)cc2)CC1c1ccco1 (stereo not given)
    0%	-46%	3%	-28%	-25%	u	-16%	u	4%
5: COC(=O)C(NNc1ccccc1)(NC(=O)c1cccc(F)c1)C(F)(F)F (stereo not given)
    -22%	2.2µM*	-10%	-11%	37%[activator]	-1%	-4%	u	-5%
6: Cc1c(S(=O)(=O)c2ccccn2)c(N)n(Cc2cccc(Cl)c2)c1C
    -10%	28µM*	-2%	-25%	28%	37%[activator]	-2%	-30%	3%
7: C=CCNC(=S)/N=c1/scc(C)n1C
    -10%	-8%	-1%[60.1 µM]	9%	48%[activator]	19%	-1%	-3%	2%
8: COc1ccc(-c2cc(C(C)=O)c(C)n2CCC(=O)Nc2ccc(C)cc2Cl)cc1
    -5%	13%[59 µM]	-16%[60.1 µM]	-17%	12%	3%	x	18%	-7%
9: CCCCn1c(=O)c(-[n+]2ccccc2)c([O-])c2ccccc21
    -11%	8.9µM*	-6%	-5%	-9%	14%	0%	u	-4%
10: O=C(O)C(Cc1c[nH]c2ccccc12)NS(=O)(=O)c1ccc2ccccc2c1 (stereo not given)
    -10%	-12%	-27%	-10%	u	u	-3%	-4%	1%
11: Cc1ccc(CNC(=O)c2ccc(CS(=O)(=O)Cc3ccc(C)cc3)o2)cc1
    -10%	-18%[59 µM]	-3%[60.1 µM]	-13%	-10%	-9%	x	5%	-1%
12: O=C(O)c1ccc(N/N=C/c2ccc(-c3ccccc3)cc2)cc1
    u	45µM*	2%	-33%	7%	u	5%	x	-5%
13: O=C(O)C(Cc1c[nH]c2ccccc12)NS(=O)(=O)c1cccc2nsnc12 (stereo not given)
    u	u	-10%	-5%[57.1 µM]	-8%	10%	7%	-31%	-11%
14: C=CCNC(=O)/C(C#N)=C/c1c(C)nn(-c2ccc(Cl)cc2)c1Cl
    -13%	-11%[59 µM]	-10%	-14%	u	-3%	u	4%	-9%
15: Cc1ccc(C(=O)C=Cc2cccc(C)c2)cc1
    -28%	x	1%	107%[activator]	u	x	x	x	x
16: O=C(Cc1ccc(NC(=O)C2CCCN(C(=O)C3CCC3)C2)cc1)Nc1cccc(C(=O)N2CCCC2)c1 (stereo not given)
    -11%	x	-1%	-6%	15%	x	x	x	x
17: CN1CCN(c2ccc(NC(=S)NC(=O)/C=C/c3ccco3)cc2)CC1
    0%	45µM*	-6%	u	21%	23%	57%[activator]	u	-1%
18: O=c1c2ccccc2nc2n1CC/C2=C\c1ccccc1[N+](=O)[O-]
    x	48%[12.7 µM]	x	x	x	13%	0%	3%	-3%
19: O=C(Nc1ccc(Cl)cc1)Nc1nnc(CSCc2ccccc2Cl)s1
    -5%	37%[59 µM]	-3%	-11%	14%	9%	1%	-3%	1%
20: O=c1c2cccnc2n(-c2ccccc2)n1Cc1c(Cl)cccc1Cl
    -10%	165%[activator]	-10%	-12%	62%[activator]	17%	0%	122%[activator]	-2%

Reprinted at random: four compounds from above
Every second line gives: Pol eta inh	G9a block	POLK inh	JMJD2A Tudor	Pol iota inh	Pol beta inh	APE1 inh	BAZ2B block	BLM inh
17: CN1CCN(c2ccc(NC(=S)NC(=O)/C=C/c3ccco3)cc2)CC1
    0%	45µM*	-6%	u	21%	23%	57%[activator]	u	-1%
4: CCOC(=O)C1C(=O)C=C(c2ccc(NS(C)(=O)=O)cc2)CC1c1ccco1 (stereo not given)
    0%	-46%	3%	-28%	-25%	u	-16%	u	4%
14: C=CCNC(=O)/C(C#N)=C/c1c(C)nn(-c2ccc(Cl)cc2)c1Cl
    -13%	-11%[59 µM]	-10%	-14%	u	-3%	u	4%	-9%
2: CC(C)CCn1c(SCC#N)nc2c(sc3ccccc32)c1=O
    -5%	2%[59 µM]	2%	5%	-5%	-12%	1%	-1%	1%

More entries:
Every second line gives: Pol eta inh	G9a block	POLK inh	JMJD2A Tudor	Pol iota inh	Pol beta inh	APE1 inh	BAZ2B block	BLM inh
21: COc1cccc(/C=C/C(=O)OCC(=O)Nc2ccc(Cl)cn2)c1
    x	8%	x	x	x	u	-8%	-17%	-1%
22: CC(C)(C)C(=O)Cn1c(=O)n(-c2ccccc2)c(=O)c2c3c(sc21)CCC3
    -1%	-32%[59 µM]	5%	-10%	-9%	4%	x	-11%	-5%
23: CCOC(=O)c1c(C)[nH]c(-c2csc(N)n2)c1C
    -8%	28µM*	-6%	u	36%[activator]	-12%	u	u	5%
24: CCC(Sc1ncccc1Nc1ccccn1)C(=O)O (stereo not given)
    0%	x	3%	-14%	-21%	x	x	x	x
25: Fc1ccc(N/N=C2/CCSc3sccc32)c(F)c1
    -25%	x	-3%	u	166%[activator]	9%	12%	-15%	-7%
26: Nc1nc2c(nc(SCc3ccccc3Br)n2C2OC(CO)C(O)C2O)c(=O)[nH]1 (stereo not given)
    -9%	65%[activator]	-4%	-17%[11.4 µM]	86%[activator]	2%	-7%	-21%	-4%
27: CN(C)c1nc(N/N=C\c2ccc(Cl)c([N+](=O)[O-])c2)nc(Nc2ccc(F)cc2)n1
    -30%	x	-17%	-24%	u	x	x	x	x
28: COc1ccc(OC)c(-c2nc(C(=O)NCCCN3CCOCC3)cc3c2[nH]c2ccccc23)c1
    -23%	3%[12.7 µM]	-2%	u	51%[activator]	-3%	3%	50µM*	-9%
29: Cc1ccc(Sc2cnc(N)nc2C)cc1
    -17%	6%	3%	u	13%	14%	-15%	-10%	-2%
30: COc1cc(C(=O)NC2CCN(Cc3nnnn3Cc3ccc(F)cc3)CC2)cc(OC)c1OC
    -18%	x	-12%	-11%	49%[activator]	-20%	3%	-1%	-4%
31: O=C(CN1C(=O)c2ccccc2Sc2ncccc21)Nc1cccc(C(F)(F)F)c1
    3%	-31%[59 µM]	-23%	-19%	22%	5%	x	-16%	-7%
32: O=C(Nc1ccc2nc3n(c(=O)c2c1)CCCC3)c1cccnc1Cl
    -13%	x	1%	u	17%	x	x	x	x
33: CCCc1cc(C(=O)Cc2ccccn2)c(O)cc1O
    -1%	25%	4%	-16%	-16%	0%	-20%	3%	4%
34: O=C(CSc1ccccn1)Nc1ccc(NC(=O)CSc2ccccn2)cc1
    -17%	x	2%	-8%	51%[activator]	-9%	-3%	-4%	-2%
35: CCC(Sc1nc2cc3c(cc2c(=O)n1CCCCCC(=O)NCc1ccc2c(c1)OCO2)OCO3)C(=O)NCCCOC (stereo not given)
    -17%	8%[59 µM]	2%[60.1 µM]	-19%	23%	3%	x	4%	-2%
36: CCn1cc(C(=O)NCCCN2CCCC(C)C2)c(=O)c2cc(S(=O)(=O)N3CCOCC3)ccc21 (stereo not given)
    -12%	10%	13%	-6%	16%	6%	82%[activator]	8%	0%
37: CN(CC(=O)Nn1cnnc1)S(=O)(=O)c1cc(Cl)ccc1Cl
    2%	-30%[12.7 µM]	-2%	-15%	-14%[58.9 µM]	0%	2%	-3%	1%
38: O=C(NC1CCCCC1)C1CCN(S(=O)(=O)c2cccc3cccnc23)CC1
    1%	-2%	-2%	-15%	-20%	4%	-1%	4%	1%
39: Cc1ccc2nc(NC(=O)c3ccccn3)sc2c1
    -5%	-5%	-4%	3%	65%[activator]	-11%	u	-4%	-3%
40: O=C(c1ccc(-n2cncn2)c([N+](=O)[O-])c1)N1CCN(S(=O)(=O)c2ccccc2F)CC1
    -10%	6%	10%	-8%	25%	x	3%	13%	x
41: CCCCCCN(C(=O)CCCCCN1C(=O)NC(c2ccc(-c3ccccc3)cc2)C(C(=O)OCc2ccccc2)=C1C)C(C(=O)NCCCC)c1ccccn1 (stereo not given)
    x	30%[12.7 µM]	x	x	x	29%	-11%&-8%	-22%	-9%&-9%
42: CCCNC(=S)Nc1ccc(S(N)(=O)=O)cc1
    4%	2%	-2%	-11%[57.1 µM]	47%[activator]	11%	2%	0%	-2%
43: CCOC(=O)c1c(SCCN2CCCC2)n(-c2ccccc2)c(=S)n(-c2ccccc2)c1=O
    -17%	x	-14%	-11%	-18%	x	x	x	x
44: CCSc1ncc(Cl)c(C(=O)Nc2ccccc2C)n1
    -5%	-27%[2.33 µM]	5%	-9%	30%	6%	-10%	-3%	-4%
45: O=c1c2oc3ccccc3c2[nH]c(=S)n1-c1ccccc1
    -16%	8.9µM*	-10%	u	4%	2%	0%	2%	3%
46: Cc1ccc(NC2c3ncccc3C(=O)N2Cc2ccc(F)cc2)cc1 (stereo not given)
    -10%	u	-7%	-22%	u	18%	-1%	-36%	-3%
47: NC(=S)NNC(=O)c1cccc(Br)c1
    x	u	x	x	x	1%	-7%	-22%	0%
48: CCOC(=O)C1(CCc2ccccc2)CCN(C(=O)Cc2nonc2C)CC1
    -17%	16%	-3%	2%	102%[activator]	0%	-1%	-11%	-3%
49: CCCC(NC(=O)c1ccccc1)c1nc2ccccc2n1Cc1ccc(C(=O)OC)o1 (stereo not given)
    -1%	-24%[59 µM]	-13%	-15%	20%	-7%	-14%	2%	-4%
50: Cc1cccc(OCc2n[nH]c(=S)n2C2CCCCC2)c1
    4%	1.8µM*	-6%	u	-6%	0%	-7%	-31%	-2%
51: O=C(c1cc2ccccc2o1)N1CCN(c2cccc(C(F)(F)F)c2)CC1
    -22%	x	-20%	-16%	28%	2%	-2%	-23%	-8%
52: O=C(Nc1cccc2nsnc12)c1cccnc1
    u	u	-8%	-4%	26%	7%	5%	-5%	-7%
53: Cc1csc2nc(O)c(C(=O)NCc3ccc4c(c3)OCO4)c(=O)n12
    -7%	-28%	-3%	-6%	7%	x	-4%	u	x

Bioassay records: PubChem BioAssay, National Center for Advancing Translational Sciences (NCATS)

An excerpt; rates above refer to the full screens.
